Assay outcomes as filed in PubChem BioAssay.
GAA850 FXN act: frataxin GAA850 promoter activation. HEK293 lucGAA850 FXN promoter luciferase reporter, 24 h; percent of 10 µM SAHA response. activation, % at 6 µM. 360,000 tested, 0.56% active. AID 540364;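 active = activation above the average of all compounds screened plus 3 SD, cutoff fixed separately per campaign, cut at about 7.5% in these data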;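 also: 0% = DMSO wells and 100% = 10 µM SAHA wells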
NPR2 activator: GC-B (human) receptor activation | P20594 | HEK293-GC-B cells, CNP EC30, cGMP TR-FRET; 0% at EC30 CNP, 100% saturating CNP | activation, % at 10 µM | 370,000 tested, 0.11% active | AID 1920062;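 active = activation at 10 µM reaching about 35% in either raw or pattern-adjusted values, limit read from the data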
KLK7 zymogen act: proKLK7 (human) activation, primary screen. P49862. purified proKLK7, EDANS-DABCYL substrate fluorescence; 100% is mature enzyme control, 0% vehicle. activation, % at 7 µM. 370,000 tested, 0.9% active. AID 652039;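 active = activation above the mean of all tested compounds plus 3 SD, computed per campaign excluding outliers beyond control limits, cut at about 13% in these data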
Target sequence (P49862 whole entry, looked up): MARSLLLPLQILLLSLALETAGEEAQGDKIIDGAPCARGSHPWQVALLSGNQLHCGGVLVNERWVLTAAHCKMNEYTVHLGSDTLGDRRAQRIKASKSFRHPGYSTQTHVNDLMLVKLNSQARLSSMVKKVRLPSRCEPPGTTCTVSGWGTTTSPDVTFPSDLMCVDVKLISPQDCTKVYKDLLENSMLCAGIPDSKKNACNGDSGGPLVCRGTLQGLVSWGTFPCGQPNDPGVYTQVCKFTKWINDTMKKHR
NPR1 activator: GC-A (human) enzyme activation. HEK293 GC-A cells, cGMP TR-FRET, EC30 ANP; 0% at EC30 ANP, 100% saturating ANP. activation, % at 10 µM. 370,000 tested, 0.14% active. AID 1671463; in the data active = activation above about 40%
ssDAF12 agonist: activators of S. stercoralis DAF-12 nuclear receptor; HEK293 ssDAF-12/GRIP1 lit1-tk-luc reporter, luminescence; % of 3 µM dafachronic acid response; 370,000 tested, 1% active; activation, % at 6.8 µM;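 active = activation above the mean over all tested compounds plus 3 SD, cut at about 0.9% in these data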;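 also: 0% = DMSO-only wells and 100% = 3 µM delta7-dafachronic acid wells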
DAX1 inh-1: blocks DAX1 repression of SF-1 activated StAR promoter; HEK293T StAR-luciferase reporter, SF-1/DAX-1 repression relief; inhibition, % at 6.8 µM; 370,000 tested, 1.1% active; AID 652010;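 active = inhibition above the mean over all tested compounds plus 3 SD, cut at about 3.6% in these data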;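 also: 0% = DAX-1 cells with DMSO and 100% = cells lacking DAX-1 with DMSO; higher inhibition means more luminescence from relief of DAX-1 repression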
SMARCA2 act: activators of SMARCA2 function; MG213 cells, MMTV-luciferase reporter, dexamethasone, overnight; activation, % at 9.1 µM; 370,000 tested, 1% active; in the data active = activation above about 7.8%;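 also: 0% = vehicle wells and 100% = reference activator wells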
DAX1 inh-2: inhibitors of human orphan nuclear receptor DAX1 (NR0B1); AID 504766; HEK293 Gal4-DAX1 luciferase reporter, luminescence; P51843; 340,000 tested, 0.99% active; inhibition, % at 6.75 µM;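 active = inhibition above the mean over all tested compounds plus 3 SD, cut at about 4.2% in these data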;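 also: 0% = DAX1-transfected cells with DMSO and 100% = empty-vector control cells with DMSO; inhibition shows as a rise in luminescence from relieved DAX1 repression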
Target sequence (P51843 207-470 limits assumed): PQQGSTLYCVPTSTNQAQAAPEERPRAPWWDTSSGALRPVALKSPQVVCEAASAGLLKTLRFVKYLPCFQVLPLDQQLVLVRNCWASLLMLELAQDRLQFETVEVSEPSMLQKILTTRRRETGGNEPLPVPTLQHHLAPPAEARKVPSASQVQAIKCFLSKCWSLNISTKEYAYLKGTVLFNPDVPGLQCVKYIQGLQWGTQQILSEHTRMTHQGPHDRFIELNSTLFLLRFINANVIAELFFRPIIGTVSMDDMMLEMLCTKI
hcDAF12 agonist: activators of H. contortus DAF-12 nuclear receptor. AID 652067. activation, % at 6.8 µM. 370,000 tested, 1.4% active. HEK293 hcDAF-12 lit1-tk-luc reporter, luminescence; 0% DMSO, 100% Δ7-dafachronic acid;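 active = activation above the mean of all tested compounds plus 3 SD, cut at about 5.5% in these data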;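 also: 100% = response to 3 µM Δ7-dafachronic acid high control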
HGIII-sPLA2 inh: Blocks human group III sPLA2 activity. Q9NZ20. QFRET BODIPY PC-A2 liposome hydrolysis, fluorescence. inhibition, % at 12.2 µM. 370,000 tested, 0.56% active;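 active = inhibition above mean plus 3 SD of compounds lying within the high and low control bounds, cut at about 19% in these data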;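 also: 0% = median of test compound wells and 100% = no enzyme DMSO wells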
Target sequence (Q9NZ20 whole entry, looked up): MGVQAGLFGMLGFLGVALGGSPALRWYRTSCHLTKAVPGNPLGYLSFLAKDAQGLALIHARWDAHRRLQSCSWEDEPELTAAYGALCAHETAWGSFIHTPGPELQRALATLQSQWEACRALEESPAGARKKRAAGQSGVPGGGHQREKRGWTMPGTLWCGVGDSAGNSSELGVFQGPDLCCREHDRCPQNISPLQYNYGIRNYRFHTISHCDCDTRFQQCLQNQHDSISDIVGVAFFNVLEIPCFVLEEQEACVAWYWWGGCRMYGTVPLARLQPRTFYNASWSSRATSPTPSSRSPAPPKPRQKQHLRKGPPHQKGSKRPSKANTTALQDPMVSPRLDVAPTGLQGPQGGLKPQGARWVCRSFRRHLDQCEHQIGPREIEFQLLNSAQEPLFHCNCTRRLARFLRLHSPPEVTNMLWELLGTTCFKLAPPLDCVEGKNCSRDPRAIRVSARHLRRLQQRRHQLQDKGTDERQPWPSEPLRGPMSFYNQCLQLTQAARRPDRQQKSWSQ
hgDAF12 agonist: agonists of H. glycines DAF-12 nuclear receptor. HEK293 GAL4-hgDAF12 UAS-luciferase reporter, agonist luminescence; normalized to butyrate control. 370,000 tested, 1.8% active. AID 687014. activation, % at 6.8 µM;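 active = activation above a cutoff set at the mean of all screened compounds plus 3 SD, cut at about 10% in these data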;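 also: 0% = DMSO wells and 100% = sodium butyrate wells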
An asterisk follows results filed as active; nt = no result given. This is a random part of the collection; overall some 6.7% were active at least once.

Sample of the layout, 5 compounds:
SMILES	GAA850 FXN act	NPR2 activator	KLK7 zymogen act	NPR1 activator	ssDAF12 agonist	DAX1 inh-1	SMARCA2 act	DAX1 inh-2	hcDAF12 agonist	HGIII-sPLA2 inh	hgDAF12 agonist
O=C(Cc1csc(-c2ccccc2)n1)NCC(=O)Nc1ccc(F)c(F)c1F	0.8	4	0.0	-3	0.3	-0.2	-2	1.0	-1.1	-19	-1.1
COCCNC(=S)N1CCC(NC(=O)c2ccco2)CC1	1.4	1	-0.1	-3	-1.1	0.8	-5	-1.0	-0.5	5	-1.6
CCN(C[C@H]1N[C@@](C)(C(=O)OC)[C@H]2C(=O)N(Cc3ccccc3)C(=O)[C@@H]12)C(=O)Nc1ccc(C)cc1	16*	3	0.4	-3	-0.6	-0.7	-1	0.1	-0.2	8	-3.5
COCc1nnc(NS(=O)(=O)c2ccc(OC)cc2)s1	-0.1	2	0.4	5	-1.0	0.0	-3	-0.8	-2.3	10	-3.5
CCCCCCCCC(=O)c1c(OC)oc(C=O)cc1=O	0.0	2	0.4	-1	-1.4	0.2	4	1.0	-0.3	-5	3.3

The list itself, from the start:
SMILES	GAA850 FXN act	NPR2 activator	KLK7 zymogen act	NPR1 activator	ssDAF12 agonist	DAX1 inh-1	SMARCA2 act	DAX1 inh-2	hcDAF12 agonist	HGIII-sPLA2 inh	hgDAF12 agonist
O=C(Cc1csc(-c2ccccc2)n1)NCC(=O)Nc1ccc(F)c(F)c1F	0.8	4	0.0	-3	0.3	-0.2	-2	1.0	-1.1	-19	-1.1
COCCNC(=S)N1CCC(NC(=O)c2ccco2)CC1	1.4	1	-0.1	-3	-1.1	0.8	-5	-1.0	-0.5	5	-1.6
CCN(C[C@H]1N[C@@](C)(C(=O)OC)[C@H]2C(=O)N(Cc3ccccc3)C(=O)[C@@H]12)C(=O)Nc1ccc(C)cc1	16*	3	0.4	-3	-0.6	-0.7	-1	0.1	-0.2	8	-3.5
COCc1nnc(NS(=O)(=O)c2ccc(OC)cc2)s1	-0.1	2	0.4	5	-1.0	0.0	-3	-0.8	-2.3	10	-3.5
CCCCCCCCC(=O)c1c(OC)oc(C=O)cc1=O	0.0	2	0.4	-1	-1.4	0.2	4	1.0	-0.3	-5	3.3
COC(=O)c1ccc2c(c1O)C(=O)c1ccccc1C2=O	5.1	-8	0.7	2	-0.8	-0.5	4	0.0	-0.3	2	-1.6
COc1cc2c(cc1NC(=O)COC(=O)/C=C/c1ccc([N+](=O)[O-])cc1)oc1ccccc12	-0.7	4	-0.2	-2	-1.0	0.2	4	0.6	-1.2	4	0.7
Cc1ccc(SCCNS(=O)(=O)c2ccc3c(c2)OCCO3)cc1	3.0	-1	-0.2	-2	-1.4	-0.6	0	-0.7	0.5	-30	0.1
CCOc1cccc(-c2nnc(SCC(=O)NC3CC3)n2C)c1	-0.6	0	-0.5	2	-0.9	0.3	-3	0.3	-0.7	10	2.5
CC(C)Cn1c(N)c(C(=O)COC(=O)c2cc(C3CC3)nc3ccccc23)c(=O)n(C)c1=O	nt	14	-4.1	0	-1.9	-0.7	-2	nt	-1.0	-21	-4.8
O=C(CN1CCN(Cc2cccc(C(F)(F)F)c2)CC1)NCC(=O)Nc1ccc(F)c(F)c1F	0.4	-13	0.0	0	-0.9	-1.1	-4	0.0	-1.9	7	1.9
O=C(CSc1ccc2c(c1)OCCO2)Nc1ccc(Cl)cn1	0.6	-1	-0.2	-1	-1.2	-0.3	0	0.6	-0.3	3	1.1
COCCN(C(=O)COC(=O)c1c(C)nn(-c2ccccc2)c1C)c1c(N)n(Cc2ccccc2)c(=O)[nH]c1=O	-0.6	0	-0.2	-2	-0.9	-0.9	-3	2.2	-1.9	-10	-2.1
CC1(C(=O)Nc2cccc(NS(C)(=O)=O)c2)Cc2c(-c3cccc(C(N)=O)c3)ccnc2O1 (configuration not stated)	-0.7	-5	-0.6	-3	-1.8	0.0	4	nt	-0.4	-1	0.0
O=C(CSc1nc2ccccc2c(=O)[nH]1)N1CCN(c2ccccc2F)CC1	2.0	-2	-0.2	-7	-1.2	0.4	-3	-0.5	-0.3	-2	0.0
CS(=O)(=O)Nc1nnc(C2CCCC2)s1	0.4	4	-0.2	-1	-0.5	-0.1	0	-0.2	-0.6	2	-0.3
Cc1ccc(S(=O)(=O)NCCOc2nc(N(C)C)nc(N3CCOCC3)n2)cc1	0.5	0	0.7	-1	-0.8	-0.2	-1	-1.1	-1.6	-6	1.2
CN(Cc1ccccc1)C(=O)COC(=O)C1=NNC(=O)CC1	1.1	2	-0.4	4	0.5	-0.3	-3	-0.6	-1.8	5	-0.3
Cc1ccc(NS(=O)(=O)c2ccccc2F)cc1S(=O)(=O)N1CCCCC1	0.8	6	-0.3	1	-1.1	-1.4	-2	0.1	-1.6	-13	-3.1
Cc1cccc(C)c1NC(=O)C1(C)CSCC(=O)N1Cc1cccs1 (configuration not stated)	nt	-3	0.3	2	0.1	0.7	3	nt	-0.2	1	-2.8

As a short view, part of the list above:
SMILES	GAA850 FXN act	NPR2 activator	KLK7 zymogen act	NPR1 activator	ssDAF12 agonist	DAX1 inh-1	SMARCA2 act	DAX1 inh-2	hcDAF12 agonist	HGIII-sPLA2 inh	hgDAF12 agonist
Cc1ccc(NS(=O)(=O)c2ccccc2F)cc1S(=O)(=O)N1CCCCC1	0.8	6	-0.3	1	-1.1	-1.4	-2	0.1	-1.6	-13	-3.1
Cc1cccc(C)c1NC(=O)C1(C)CSCC(=O)N1Cc1cccs1 (configuration not stated)	nt	-3	0.3	2	0.1	0.7	3	nt	-0.2	1	-2.8

Continued:
SMILES	GAA850 FXN act	NPR2 activator	KLK7 zymogen act	NPR1 activator	ssDAF12 agonist	DAX1 inh-1	SMARCA2 act	DAX1 inh-2	hcDAF12 agonist	HGIII-sPLA2 inh	hgDAF12 agonist
COc1ccc(N2C(=O)NC3CC2(C)Oc2ccccc23)cc1OC (configuration not stated)	-0.2	-1	-0.8	1	-0.7	-0.1	3	0.3	-0.3	7	3.3
Cc1ccc(C)c(NC(=O)CSc2nnc(CNC(=O)c3ccco3)o2)c1	1.4	3	-0.1	-1	-1.0	-0.3	-2	0.2	-1.1	-3	-0.5
c1ccc(-n2nnnc2-c2cnc(-c3cccnc3)nc2-c2cccs2)cc1	2.5	-14	-1.0	-15	-1.8	0.2	0	-1.7	-3.2	0	-3.7
N#Cc1nc(-c2ccco2)oc1NCCc1ccccc1	-0.6	-4	0.2	6	-1.8	-0.1	1	-0.7	0.4	-1	3.4
CC(C)(C)Cc1c(-c2ccc(C#N)cc2)nc2c(Cl)cc(C(F)(F)F)cn12	nt	5	0.3	8	-1.4	-1.1	-4	nt	0.8	1	2.8
C/C(=N\OC(=O)c1ccc(Br)cc1)c1ccccn1	0.6	-1	0.2	3	0.9*	0.5	0	0.9	1.5	-3	0.4
COc1ccc(CCNC(=O)c2nnn(CC(=O)Nc3ccc(C)cc3C)c2N)cc1OC	1.0	7	-0.6	-4	-0.8	-1.8	0	0.1	-1.6	-6	-0.3
CCCc1nnc(NC(=O)C(=O)NCCN(C)C)s1	-0.1	1	-0.5	-1	-2.0	0.1	-3	-0.5	0.0	2	0.2
Cc1cccc(N=C2NC(=O)S/C2=C\c2ccco2)c1	1.2	-4	-4.2	0	-0.3	-1.2	0	-0.7	-0.8	0	1.1
C=COCCn1c(=N)n(CCC)c2ccccc21	-1.4	-6	-0.5	-3	-1.3	0.1	0	2.3	-1.1	3	0.3
CCOc1cc(CNc2ccc3[nH]c(=O)[nH]c3c2)ccc1OCC(=O)NC(C)(C)C	-2.5	-9	0.2	-6	-1.4	-1.9	-3	-1.1	-0.6	15	-1.9
O=C(N/C=C/c1ccco1)OCc1ccccc1	1.4	-2	0.0	-1	-0.9	0.2	-1	0.3	0.5	9	1.7
CCCc1[nH]nc2c1C(c1ccc(OC(=O)N3CCOCC3)cc1)C(C#N)=C(N)O2 (configuration not stated)	-0.7	-1	-0.3	-3	-2.0	-0.3	1	-0.7	0.5	-9	-1.2
CC(C)(CNS(=O)(=O)c1ccc(Br)s1)N1CCOCC1	-1.3	2	-0.2	0	-1.7	-0.6	-1	-0.5	0.2	0	2.3
Cc1c(O)nc2ccccn2c1=O	-0.7	9	0.2	2	-0.7	0.2	-1	nt	0.5	0	-0.5
COC(=O)[C@H](Cc1ccccc1)NC(=O)Nc1ccc(C)cc1	-0.8	0	-0.1	4	-1.6	0.0	2	-0.2	-1.1	-3	-0.6
CCCCC(=O)N(Cc1ccc2c(c1)OCO2)Cc1nc2ccccc2c(=O)[nH]1	-1.5	-1	-0.4	-9	-1.1	0.0	-4	0.7	-1.2	-2	-0.9
Cc1c(C(=O)NCc2cccc([N+](=O)[O-])c2)sc(=O)n1Cc1ccc(F)cc1	-2.9	-5	0.3	-2	-2.2	-1.6	-1	nt	-2.5	-9	1.0
O=C(NCCOc1ccccc1)N1[C@H]2CC[C@@H]1C=C(c1ccc(F)cc1OCc1ccccc1)C2	-0.1	-5	0.4	-5	-1.2	-0.7	-3	0.4	0.1	-2	0.2
COc1ccc(N2CC(C(=O)Nc3nc4ccc(OC)cc4s3)CC2=O)cc1 (configuration not stated)	-0.2	2	0.2	16	-1.6	-0.8	-1	1.4	-1.0	-24	1.4
OCc1c[nH]c2ccccc12	-1.6	1	-0.3	1	0.0	-1.5	-2	-0.7	6.0*	-3	2.0
COCCCNC(=S)N1CCN(c2ccc([N+](=O)[O-])cc2)CC1	-0.6	3	-0.5	-2	-1.6	-1.5	-1	-1.8	-2.1	6	-2.5
CCNC(=S)NNC(=O)Cc1ccccc1	0.0	2	1.1	0	-0.5	-0.2	3	0.2	-0.8	0	1.4
COCC(C)NC(=O)c1cccc(Cl)c1 (configuration not stated)	-0.3	-2	0.1	3	-1.3	-0.1	-4	-0.1	-0.4	10	-0.4
COc1ccc(Cl)cc1NC(=S)NNC(=O)CC(C)C	0.2	-7	-0.2	5	-1.6	0.2	1	2.0	-0.9	7	-0.5
Cc1cccc(C)c1NC(=O)CN(C)C(=O)C1CCCCC1	2.9	-1	-0.9	-3	-0.9	-1.9	4	-0.1	0.8	-4	0.7
CN(C)c1cccc(NC(=O)NC2(C)CCS(=O)(=O)C2)c1 (configuration not stated)	-0.1	6	0.3	-4	-1.2	0.0	-4	1.8	-0.2	4	-1.0
COC(=O)c1cc(-c2cccc(OC(F)(F)F)c2)c(=O)n2c1CCC2	nt	-3	0.5	3	-1.0	-0.6	1	nt	1.0	4	-2.5
